All columns: NCI-60 one-dose screen, growth in % after 48 h at 10 µM unless noted; 100 = growth as untreated, 0 = no growth, -100 = all killed.
PC-3 – PC-3 prostate cancer cells; 80,000 tested, 3.9% active; AID 1794754
OVCAR-4 – OVCAR-4 ovarian cancer cells; 80,000 tested, 3.7% active
SW-620 – SW-620 colon cancer; 82,000 tested, 5.2% active
DU-145 – DU-145 prostate cancer; 81,000 tested, 4.2% active; AID 1794760
OVCAR-3 – OVCAR-3 ovarian cancer. 79,000 tested, 7% active
KM12 – KM12 colon cancer cells | 82,000 tested, 5% active | AID 1794800
OVCAR-5 – OVCAR-5 ovarian cancer; 82,000 tested, 2.9% active; AID 1794783
HCC-2998 – HCC-2998 colon cancer. 79,000 tested, 4.7% active. AID 1794799
OVCAR-8 – OVCAR-8 ovarian cancer; AID 1794782; 81,000 tested, 4.4% active
Starred values were filed as active, the others as inactive; nt = no result given; & = joins results of further samples; [ ] = another dose, or the depositor's remark. The calls were made as follows: active = growth percent below 10; inactive = the rest.

Compound	KM12	OVCAR-5	PC-3	HCC-2998	DU-145	OVCAR-3	OVCAR-4	OVCAR-8	SW-620
CCNC(=O)Oc1ccc(/C(=C(\C)c2ccc(Cl)cc2)c2ccc(OCCN(CC)CC)cc2)cc1	37	86	31	51	68	54	40	65	2.3*
CCc1cc2c(cc1Cn1c(C(=O)O)c(Cc3cccc(C(=O)O)c3)c(=O)c3cc(O)ccc31)OCO2	103	110	101	103	113	103	99	100	100
O=C1CCN(Cc2ccco2)C(=S)N1	123	96	nt	107	118	nt	119	92	109
CCOC(=O)C(NC(=O)Cc1ccccc1)C(=O)OCC	102	99	100	103	109	110	110	109	111
Cn1c(O)c(/C=C2\C=Nc3ccccc32)s/c1=N/c1nccs1	81	88	64	101	99	95	88	94	93
Nc1ccc(NC(=O)c2ccc(-n3c(=O)[nH]c4ccccc4c3=O)cc2)cc1	102	112	102	103	111	108	104	97	101
Nc1n[nH]c2ccc([C@H]3[C@@H]4C5CCC(C5)[C@@H]4c4c(ccc5[nH]ncc45)N3S(=O)(=O)C3CC3)cc12 (stereo partly drawn)	7.3*	23	28	18	18	-39*	30	17	22
CC1CN=C(COc2ccccc2Cc2ccccc2)N1 (stereo not drawn)	99	111	88	105	105	99	95	107	97
CNC(=O)c1c(NC(=O)c2ccc(C(F)(F)F)cc2)sc2c1CCC(=O)C2	-36*	-45*	-31*	-39*	29	-6.9*	-81*	14	-56*
CN1CCC(OC(c2ccccc2)c2ccccc2)C1 (stereo not drawn)	95	99	98	90	105	100	116	107	106
Cc1noc2c(Cc3ccccc3)nn(CC(=O)N/N=C/c3ccc(F)cc3)c(=O)c12	86	94	66	67	65	45	5.2*	33	80
COCCOC(=O)C1=C(C)NC(=S)N(C(C)=O)C1c1ccc2c(c1)OCO2 (stereo not drawn)	96	102	98	113	106	101	88	99	100
CCOC(=O)C(Cc1c[nH]c2cc(N)ccc12)(NC(C)=O)C(=O)OCC	106	107	95	102	115	108	nt	98	103
CC1C(c2ccccc2)OCCN1C(N)=S (stereo not drawn)	100	105	108	101	106	109	111	111	111
CCCCNC(=O)N1CCc2nc(NC(=O)Cc3ccccc3)sc2C1	99	105	89	102	106	100	121	90	96
CC(=O)n1cc(-c2cc3cnc4ccccc4c3oc2=O)c2ccccc21	95	111	86	124	103	97	81	96	100
CC1CCc2c(sc3nc(SCC(=O)N/N=C/c4ccc(O)cc4)n(-c4ccccc4)c(=O)c23)C1 (stereo not drawn)	101	103	101	105	99	nt	98	97	102
O=C1c2ccccc2C(=O)N1Cc1ccc(Cl)cc1[N+](=O)[O-]	107	99	96	103	107	105	113	92	106
CCN1C2CCC1/C(=C\c1ccccc1)C1=C2[C@@H](c2ccccc2)C(C#N)=C(N)O1 (stereo partly drawn)	91	104	97	106	84	96	98	105	95
O=c1[nH]c(N2CCC(Cc3ccccc3)CC2)nc2sc3c(c12)CCCC3	100	107	73	103	107	106	110	96	101
O=C(Nc1ccc(S(=O)(=O)O)cc1)c1ccc([N+](=O)[O-])cc1	123	102	92	107	126	122	111	99	114
S=C1NCCOc2ccccc21	101	108	99	100	104	105	115	111	100
Cc1ccc(/C=N/c2n[nH]c(Nc3ccccc3)n2)cc1	107	106	107	101	114	127	114	105	103
C1CN(c2nc(N3CCOCC3)c3[nH]c(N4CCOCC4)nc3n2)CCO1	119	115	83	106	123	116	123	108	121
C#CCOc1ccc(/C=N/Nc2nc(-c3cc4cc(I)ccc4oc3=O)cs2)cc1	92	107	91	105	89	nt	86	96	99
CCOc1ccccc1NC(=O)c1cc2ccccc2cc1O	34	114	21	76	79	18	61	52	65
Nc1nc2c(C(=O)Nc3ccc(Cl)cc3)c(Nc3ccccc3)nn2c(-c2ccc(Br)cc2)c1-c1nc2ccccc2s1	99	99	92	122	106	104	100	111	102
COc1ccc2c(c1)CC/C(=C\c1ccc(OCC(=O)c3ccc(Cl)cc3)cc1)C2=O	109	110	97	108	nt	113	80	91	99
Cc1ccccc1-n1cc(COC(=O)/C=C/c2cn(-c3ccccc3)nc2-c2ccc(Cl)cc2)nn1	90	115	67	95	98	88	88	82	95
O=c1oc(-c2ccc(Cl)cc2)nc2c(-c3ccc(Cl)cc3)nc3ccc(Cl)cc3c12	100	77	107	114	114	117	111	91	97
CCCCCCC1(/C=N/NC(N)=S)NC(=O)NC1=O (stereo not drawn)	102	98	87	92	118	110	97	98	113
NCCC(=O)NCc1ccccc1	105	116	nt	106	113	115	109	97	100
CCNc1ccc(-c2nc3ccccc3n3cccc23)cc1	73	71	69	92	87	79	73	81	93
Cc1ccc(S(=O)(=O)OCCC#N)cc1	108	109	102	103	99	116	129	108	107
COC(=O)C1=NN(c2ccccc2)C2C3N(c4ccccc4)N=C(C(=O)OC)N3c3c(C)cccc3N12 (stereo not drawn)	100	96	86	nt	109	123	105	102	86
Nn1c(SCC(=O)Nc2ccc(F)cc2)nnc1-c1ccc(NC(=O)c2cccnc2)cc1	99	107	103	99	108	111	108	100	100
CC1CCCCC1C(O)(C(=O)O)C1CCCCC1C (stereo not drawn)	95	109	102	109	110	106	107	101	111
Cc1c(N)c(C)c(Br)c(C)c1N	100	108	88	111	103	103	100	99	107
c1ccc2c(-c3csc(-c4c[nH]c5ncccc45)n3)c[nH]c2c1	89	100	76	106	99	86	103	99	105
NNc1c2ccccc2nc2ccccc12	37	102	51	57	66	51	34	57	44
CCOC(=O)c1cc(-c2cccnc2)nc2ccccc12	101	88	87	100	103	100	97	98	100
CCSc1ccnc(N)n1	108	104	96	116	105	97	111	108	106
N#Cc1c(-c2ccco2)nc(SCC(=O)Nc2cccc(Cl)c2)[nH]c1=O	103	100	93	nt	117	112	109	114	103
CCOC(=O)c1c(C)nc2c(c1N)CC(=O)N2Cc1ccccc1	102	100	82	103	105	103	92	105	105
Cc1cc(/C=C2\SC(=S)NC2=O)cc(C)c1O	93	70	86	100	93	83	90	87	81
CS(=O)(=O)c1ccc(-n2nc(-c3ccc(-c4ccccc4)cc3)c3ccccc3c2=O)cc1	102	95	94	108	108	109	103	113	108
C#CCNC(=O)c1cccc2c1cc(C)n2-c1nc2c(c(NCc3ccccc3)n1)CCCC2	-44*	8.6*	-18*	-84*	5.2*	-61*	-12*	13	-4.6*
Cc1c(C)c2ccc3c(c2oc1=O)N=C(c1ccccc1)CO3	103	101	80	98	103	108	108	98	105
Cc1nn(-c2ccccc2)c(N)c1N=C1NC(=O)/C(=C/c2ccc(Cl)cc2)S1	78	87	77	121	87	69	75	92	82
O=C(O)c1cccc(F)n1	106	102	96	106	98	100	114	102	102

In the list so far, these contain a Cl atom.
Compound	KM12	OVCAR-5	PC-3	HCC-2998	DU-145	OVCAR-3	OVCAR-4	OVCAR-8	SW-620
CCNC(=O)Oc1ccc(/C(=C(\C)c2ccc(Cl)cc2)c2ccc(OCCN(CC)CC)cc2)cc1	37	86	31	51	68	54	40	65	2.3*
O=C1c2ccccc2C(=O)N1Cc1ccc(Cl)cc1[N+](=O)[O-]	107	99	96	103	107	105	113	92	106
Nc1nc2c(C(=O)Nc3ccc(Cl)cc3)c(Nc3ccccc3)nn2c(-c2ccc(Br)cc2)c1-c1nc2ccccc2s1	99	99	92	122	106	104	100	111	102
COc1ccc2c(c1)CC/C(=C\c1ccc(OCC(=O)c3ccc(Cl)cc3)cc1)C2=O	109	110	97	108	nt	113	80	91	99
Cc1ccccc1-n1cc(COC(=O)/C=C/c2cn(-c3ccccc3)nc2-c2ccc(Cl)cc2)nn1	90	115	67	95	98	88	88	82	95
O=c1oc(-c2ccc(Cl)cc2)nc2c(-c3ccc(Cl)cc3)nc3ccc(Cl)cc3c12	100	77	107	114	114	117	111	91	97
N#Cc1c(-c2ccco2)nc(SCC(=O)Nc2cccc(Cl)c2)[nH]c1=O	103	100	93	nt	117	112	109	114	103
Cc1nn(-c2ccccc2)c(N)c1N=C1NC(=O)/C(=C/c2ccc(Cl)cc2)S1	78	87	77	121	87	69	75	92	82

(cont.)
Compound	KM12	OVCAR-5	PC-3	HCC-2998	DU-145	OVCAR-3	OVCAR-4	OVCAR-8	SW-620
COc1cc(OC)c2oc(=O)c(-c3ccccc3)cc2c1	103	92	99	110	107	111	104	95	98
Fc1cccc(COc2nccnc2NC(=S)Nc2cccc(Cl)c2)c1	93	101	95	100	108	116	84	96	101
CCNc1ccc(Nc2ncnc3c2cnn3CC(C)=O)cc1	105	102	88	100	102	106	101	104	103
CC1=CC(C)C(=O)N(C)C(C)=C1 (stereo not drawn)	106	99	98	116	141	116	114	104	111
COc1ccc(N=C2NN=C(c3c[nH]c4ccccc34)CS2)cc1OC	24	75	-41*	72	66	-9.1*	69	72	50
Cc1ccc(S(=O)(=O)NCCCN2c3nc4ccccc4cc3Sc3cc4ccccc4nc32)cc1	nt	98	82	138	nt	119	98	99	99
CCc1ccc(-c2cc(-c3ccc(C)cc3)n(-c3ccc(S(N)(=O)=O)cc3)n2)cc1	78	99	60	99	92	90	78	85	101
O=C(Nc1cccc(Cl)c1)OCCOCCOC(=O)Nc1cccc(Cl)c1	90	92	70	94	102	nt	91	103	96
Cc1ccc(-c2csc(NC(=O)CSc3nc(N)cc(=O)[nH]3)n2)cc1	95	107	83	102	111	103	110	96	91
COC(=O)C(CCc1ccc([N+](=O)[O-])cc1)(CCc1ccc([N+](=O)[O-])cc1)C(=O)OC	94	90	60	85	91	99	66	85	87
COc1cc(OC)c(S(N)(=O)=O)cc1C(=O)/C=C/c1ccc2c(c1)OCO2	86	109	79	93	67	nt	89	97	87
O=C(O)c1cc(N=Nc2ccc(/C=C/c3ccc(N=Nc4ccc(O)c(C(=O)O)c4)cc3S(=O)(=O)O)c(S(=O)(=O)O)c2)ccc1O	106	101	103	110	109	112	119	115	115
Cc1ccc(S(=O)(=O)c2nc(S(=O)(=O)c3ccc(Cl)cc3)c(N3CCN(C)CC3)s2)cc1	90	105	75	121	74	66	64	47	46
O=C(Nc1ncc(Cc2ccccc2Cl)s1)C1=NCCCN1	101	101	98	101	107	111	99	99	94
NC(=O)N/N=C/c1cn(-c2ccc(C(=O)O)cc2)nc1-c1ccc(C(=O)O)cc1	109	97	101	99	113	123	102	93	101
COc1cccc(/C=C2\CCc3ccccc3C2=O)c1	64	86	83	95	98	90	89	93	52
O=C(CCCCCCCCC(=O)c1ccccc1)c1ccccc1	106	107	105	104	110	104	110	109	105
O=C(c1ccco1)N1CCn2c(nnc2C(F)(F)F)C1	105	102	109	105	109	111	101	101	100
COc1ccc2nc(C#N)sc2c1	104[100 µM]	104[100 µM]	100[100 µM]	102[100 µM]	111[100 µM]	116[100 µM]	105[100 µM]	109[100 µM]	102[100 µM]
CC(C)N1CCSC1=S	111	100	94	111	109	112	115	103	109
O=C(OC(C(=O)c1ccc(Cl)cc1)c1ccccc1)c1ccc2ccccc2n1 (stereo not drawn)	112	92	99	96	118	110	95	103	98
O=C1NC(=S)S/C1=C\c1cn(-c2ccccc2)nc1-c1ccccc1	104&42	105&100	91&37	119&36	109&79	120&59	112	103&58	107&77

Screening results as filed in PubChem.
